Screening data as filed in PubChem BioAssay.
RXFP1 agonist – RXFP1 (human) receptor agonism; Q9HBX9; HEK293T-RXFP1 cAMP TR-FRET, 30 min; response scale: percent of porcine relaxin response, buffer zero; Potency, µM (titrated, usually from 57.5 µM), for the others: at the top dose activation, usual class: activators; actives 0.3% (n = 370,000); active = well fitted activation curve with a large enough effect; inconclusive = small, poorly fitted or top-dose-only effect; also: potency is read from the fitted curve at half-maximal effect; % is scaled to controls: 0 for no effect and ±100 for the full control effect; nearly all actives have a fitted effect of over 60% in size; many of its hits are not listed in these tables
Target sequence (Q9HBX9 whole entry, looked up): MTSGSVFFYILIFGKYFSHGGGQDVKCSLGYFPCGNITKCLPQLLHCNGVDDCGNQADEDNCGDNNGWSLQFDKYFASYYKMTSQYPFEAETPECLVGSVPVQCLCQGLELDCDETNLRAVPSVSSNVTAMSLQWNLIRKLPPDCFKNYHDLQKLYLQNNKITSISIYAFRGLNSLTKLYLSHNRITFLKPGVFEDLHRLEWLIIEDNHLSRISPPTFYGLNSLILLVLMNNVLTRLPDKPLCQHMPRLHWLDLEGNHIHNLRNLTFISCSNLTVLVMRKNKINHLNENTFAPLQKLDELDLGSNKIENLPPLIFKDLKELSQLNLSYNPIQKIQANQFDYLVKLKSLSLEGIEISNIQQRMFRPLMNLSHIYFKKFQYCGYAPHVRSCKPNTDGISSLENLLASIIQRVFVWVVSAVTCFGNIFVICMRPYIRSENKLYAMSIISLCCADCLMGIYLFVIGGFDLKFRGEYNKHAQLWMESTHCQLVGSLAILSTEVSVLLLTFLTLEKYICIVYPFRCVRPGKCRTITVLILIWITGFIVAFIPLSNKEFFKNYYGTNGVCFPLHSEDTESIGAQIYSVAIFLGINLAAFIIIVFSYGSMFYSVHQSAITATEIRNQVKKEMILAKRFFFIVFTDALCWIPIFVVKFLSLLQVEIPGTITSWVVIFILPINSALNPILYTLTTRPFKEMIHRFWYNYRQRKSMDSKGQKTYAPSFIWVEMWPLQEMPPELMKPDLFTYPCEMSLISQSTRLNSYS
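Agonist response is measured as cAMP accumulation in an RXFP1-transfected HEK293T line under PDE4 inhibition. Values are scaled between buffer-only and 29 nM porcine relaxin, and EC50s come from standard Hill equation fits.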
D2 antag – antagonizes the human D2 dopamine receptor. HEK293 TREx D2 cells, calcium flux, dopamine EC80. inhibition, % at 10 µM. actives 2% (n = 340,000). AID 485344; in the data active = inhibition above about 30%; also: 0% is about no effect
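Measurement of antagonist activity uses fluorescent calcium dye in inducible HEK293 T-REx D2 cells: 10 s baseline, compound addition with 180 s read, EC80 dopamine addition with a further 180 s read.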
TRHR PAM – allosteric enhancers of human TRH receptor; P34981; TRHR cells, fluo-8 calcium fluorescence, EC20 TRH enhancement; enhancement, % at 2 µM; actives 0.66% (n = 360,000); AID 493056; in the data active = enhancement above about 30%; also: 0% is about no effect
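Enhancer read-out: after compound pinning and an initial kinetic agonist-mode read, an EC20 of TRH (10 nM final) was injected and fluo-8 calcium signal (Ex 480/Em 530) followed at 1 s/cycle for 100 cycles in TRHR-expressing cells.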
D1 agonist – human D1 receptor agonism; P21728; HEK293 T-REx D1 cells, calcium flux, agonist mode; activation, % at 2 µM; actives 1% (n = 360,000); in the data active = activation above about 30%; also: 0% is about no effect
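Agonism was scored from calcium flux recorded over 180 s (1 read/s) after pintool compound addition, following a 10-cycle baseline. Cells were inducible force-coupled HEK293 TREx D1, plated overnight at 30 C and loaded with no-wash calcium dye.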
D2 PAM – D2 dopamine receptor (human) potentiation; P14416; HEK293 T-REx D2, calcium flux, EC20 dopamine potentiation; potentiation, % at 10 µM; actives 0.34% (n = 340,000); AID 485347;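 active = potentiation over 3 SD above the plate norm, cut at about 30% in these data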; also: 0% is about no effect
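Cells plated with tetracycline inducer and held overnight at 30 C; calcium dye loaded 30–90 min at room temperature; baseline taken, compound added and read 180 s; EC20 dopamine then added and read 180 s.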
RXFP1 antag – antagonists of human relaxin receptor RXFP1. Q9HBX9. HEK293-RXFP1, relaxin-stimulated cAMP HTRF, 30 min; active compounds read low. activity change, negative = inhibition, % at 57.5 µM. actives 0.59% (n = 350,000);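 active = activity change of -60% or lower, but not beyond a set lower limit; inconclusive = change between -60% and -40%, or beyond the set limit; inactive = change above -40%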; also: % is scaled to controls: 0 for no effect and ±100 for the full control effect
D1 antagonist – blocks dopamine activation of the human D1 receptor; HEK293 TREx D1 cells, calcium flux, dopamine EC80; active compounds read low; actives 3.2% (n = 360,000); AID 504652; activity change, negative = inhibition, % at 10 µM; in the data active = activity change below about -30%; also: % is scaled to controls: 0 for no effect and ±100 for the full control effect
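Calcium flux readout: force-coupled, inducible Hek293 Trex D1 line, cells induced overnight at 30 C with tetracycline, dye-loaded 30–90 min at RT. Antagonism scored against EC80 dopamine challenge given 180 s after compound.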
D2 agonist – D2 dopamine receptor (human) agonism | actives 0.53% (n = 340,000) | P14416 | HEK293 T-REx D2 cells, calcium flux agonist mode | activation, % at 2 µM | AID 485358;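 active = activation over 3 SD above normal in the single-dose calcium agonist read, cut at about 30% in these data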; also: 0% is about no effect
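Calcium-flux readout, 1 cycle/sec over 180 s following compound pin transfer, in inducible HEK293 Trex D2 cells (force-coupled); dopamine controls included. Positive calcium responses during this window marked compounds as potential agonists.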
D1 potentiator – human D1 dopamine receptor positive modulation | P21728 | HEK293 TREx D1 cells, calcium flux, dopamine EC20 potentiation | potentiation, % at 10 µM | actives 0.036% (n = 360,000) | AID 504651; in the data active = potentiation above about 30%; also: 0% is about no effect
An asterisk follows results filed as active; ? = inconclusive; . = no result given; & = joins results of further samples. Some of the compounds tested; count on the stated rates, not on these rows.

SMILES	RXFP1 agonist	D2 antag	TRHR PAM	D1 agonist	D2 PAM	RXFP1 antag	D1 antagonist	D2 agonist	D1 potentiator
CCn1cc(C(=O)N2CCN(c3cc(C)ccc3C)CC2)c(=O)c2cc(S(=O)(=O)N3CCCCC3)ccc21	2.8%	.	13	0	4	-6	-6	0.2	3
Cc1ccc(-n2c(=O)c3c(cnn3C)n(CC(=O)Nc3ccc(C)cc3C)c2=O)cc1	1.0%	.	4	-2	17	.	1	0.3	0
CC(=O)N1c2ccc(S(=O)(=O)NCC3CCC(C(=O)Nc4cc(C)ccn4)CC3)cc2CC1C (configuration not stated)	-2.4%	-21	5	1	10	3	-10	0.3	-1
COc1ccc(C2Nc3ccccc3C(=O)N2Cc2ccccc2)cc1 (configuration not stated)	12%	-2	-2	4	13	3	-39*	-1.8	-4
NS(=O)(=O)c1cc(C(=O)OCC(=O)Nc2ccc(Cl)cc2[N+](=O)[O-])ccc1Cl	4.5%	.	1	2	.	-10	-23	.	-4
O=C(NC1CCOc2ccccc21)c1ccccn1 (configuration not stated)	1.1%	3	9	0	1	-25	7	-1.2	-1
COC(=O)c1c[nH]n2c(=O)c(Cl)c(C)nc12	0.2%	-12	0	3	-3	-1	-7	-1.9	3
COc1ccc(C)cc1N(CC(=O)N1CCCC1)S(=O)(=O)c1ccccc1	0.1%	14	-4	-3	-12	-21	11	-0.7	5
CCCN1CCc2nc(SCC(=O)Nc3ccc(C)c(Cl)c3)[nH]c(=O)c2C1	?	3	0&-2	2&0	-2&5	13&-9	-28&-3	-0.4&-1.6	-3&0
Cc1nnc(NCc2ccco2)s1	2.8%	.	-3	4	.	-12	2	.	-3
COc1cccc(NC(=O)C(C)Sc2nnc(C3CC3)n2C2CC2)c1 (configuration not stated)	-0.8%	8	0	2	-5	-2	0	-0.1	1
CC(C)CNC(=O)CN1c2cccc3cccc(c23)S1(=O)=O	5.0%	3	8	2	-3	3	-8	1.2	-5
CCOc1cccc(C2c3c(-c4cc(C)ccc4O)n[nH]c3C(=O)N2Cc2ccco2)c1 (configuration not stated)	2.5%	.	-2	0	-6	-76*	15	.	2
CCOc1ccccc1-c1nc(-c2ccc(-c3ccccc3)nc2OCC)no1	7.0%	.	-7	9	-9	-16	-3	0.4	-3
CC1Cc2ccccc2N1C(=O)CN1C(=O)NC(C)(c2ccc3c(c2)OCCO3)C1=O (configuration not stated)	-1.3%	-2	5	38*	3	-3	12	3.4	5
CCCCCCc1cc2cc(-c3nnc(-c4ccccc4O)o3)c(=O)oc2cc1O	1.4%	19	51*	356*	-6	-10	2	39*	0
CCOC(=O)N1CCN(c2c(NCc3ccccc3Cl)c(=O)c2=O)CC1	2.6%	8	0	0	1	-7	4	-1.0	0
Cc1cccc(Cn2cc(S(=O)(=O)c3cccc(Cl)c3)c(=O)c3cc(F)c(N4CCOCC4)cc32)c1	6.4%	.	9	0	4	-7	5	1.1	4
N#Cc1c2n(cnc1=O)CCCCC2	1.4%	26	-3	1	0	0	-28	0.3	-7
Cc1ccc(NC(=O)CCn2nnc3ccccc32)c(C)c1	-1.4%	7	9	2	-3	-2	8	-0.7	-2
CCOC(=O)C1CCCN(C(=O)CSc2nccn2C)C1 (configuration not stated)	0.6%	18	0	1	3	1	3	0.6	-1
COc1cccc(-c2cc(C(=O)N3CCN(Cc4ccc5c(c4)OCO5)CC3)on2)c1	2.3%	-12	-3	10	-3	-9	-14	1.3	-13
COCC(=O)Nc1cc(C(=O)Nc2cccc(C)c2C)ccc1Cl	-1.5%	3	-2	-2	-2	17	.	-0.2	-4
Cc1c(Cl)cccc1NC(=O)Nc1ccc(C(=O)N2CCCC2)cc1	0.4%	0	28	0	-7	11	-8	-1.6	-9
COc1cc2c(cc1NC(=O)COC(=O)[C@@H](NC(=O)c1ccccc1)C(C)C)oc1ccccc12	0.4%	5	-15	4	3	-5	-4	1.2	-8
O=C(Nc1ccc(F)c(Cl)c1)C1CCCN1S(=O)(=O)c1ccc(F)cc1 (configuration not stated)	-1.4%	.	2	2	-11	-10	-6	-0.7	-2
COc1ccc([C@H]2CC(=O)C=C(/C=C/c3ccc(Cl)cc3)C2)cc1	-2.9%	1	1	3	10	.	-3	0.1	-1
O=C(COC(=O)Cc1ccsc1)Nc1cccc(Cl)c1	1.3%	-16	-14	2	-18	2	-15	0.9	-4
Cc1ccc(NS(=O)(=O)c2cc3c4c(cccc4c2)C(=O)NC3=O)cc1C	-0.6%	2	18	-1	-2	-8	2	0.8	-5
COc1cccc2c(N/N=C/c3ccco3)cc(C)nc12	2.2%	6	0	4	-8	-7	-21	2.3	-8
COc1cccc(NC(=O)Nc2cc(C(=O)O)ccc2C)c1	-0.7%	.	-5	3	.	15	-43*	.	-6
CCC(=O)N(CCC(Cc1ccccc1)c1ccc2c(c1)OCO2)Cc1ccccc1F (configuration not stated)	1.0%	-6	-12	16	-7	-21	-5	0.5	-6
COc1ccc(C(=O)N[C@H](C(=O)OCn2nnc3ccccc3c2=O)C(C)C)cc1	0.7%	-14	1	0	3	-18	-14	0.0	3
C=C(C(=O)Oc1c(C(C)(C)C)cccc1C(C)(C)C)c1ccccc1	1.3%	7	-5	0	-7	.	.	0.1	3
COc1ccccc1N1CCN(C(=O)c2c(C)oc3ncn(C)c(=O)c23)CC1	1.5%	.	-23	1	-9	.	-35*	1.0	-6
COc1ccccc1N(CC(=O)Nc1ccccc1C(=O)N1CCOCC1)S(C)(=O)=O	-0.7%	-7	8	2	5	12	-13	0.0	-3
CCCCN1C(=S)SC(C)(C)C1/[N+]([O-])=C/c1cccnc1 (configuration not stated)	0.5%	-5	28	-1	-7	9	13	0.4	-1
O=S(=O)(c1ccc2c(c1)OCCO2)N1CCN(S(=O)(=O)c2cc(F)c(F)cc2F)CC1	.	.	-1	3	.	.	-5	.	2
O=C1CSC(c2cn(-c3ccccc3)nc2-c2cc3ccccc3oc2=O)N1Cc1cccnc1 (configuration not stated)	5.0%	-18	-2	6	13	-4	4	0.1	-7
CC(C)CC(NC(N)=O)C(=O)Nc1ccc(Oc2ccccc2)cc1 (configuration not stated)	-2.0%	0	0	1	7	7	-4	-0.3	-2
CC1COC(=O)C(NNc2ccc(Cl)c(Cl)c2)=N1 (configuration not stated)	2.0%	7	1	6	-9	7	26	0.5	1
CCC1(C)OC(=O)N2CCc3c(C)[nH]c4c(C)ccc(c34)C21C (configuration not stated)	0.5%	-21	-7	-3	-7	7	6	-1.8	0
CCCC(=O)Nc1nc2ccc(S(N)(=O)=O)cc2s1	8.8%	6	2	3	-1	.	-23	0.4	-1
OCc1csc(=Nc2ccccc2)n1-c1ccccc1	2.6%	7	4	0	-7	3	1	-0.4	5
CCOc1ccc2[nH]c(=O)c(CN(CCO)C(=O)c3ccc(F)cc3)cc2c1	1.8%	12	8	2	0	-1	-11	-1.0	-3

Some values from the list.
COc1ccc(C(=O)N[C@H](C(=O)OCn2nnc3ccccc3c2=O)C(C)C)cc1 – D2 agonist = 0.0
C=C(C(=O)Oc1c(C(C)(C)C)cccc1C(C)(C)C)c1ccccc1 – RXFP1 agonist = 1.3%
CCCCN1C(=S)SC(C)(C)C1/[N+]([O-])=C/c1cccnc1 (configuration not stated) – D2 antag = -5
CCOc1ccc2[nH]c(=O)c(CN(CCO)C(=O)c3ccc(F)cc3)cc2c1 – D2 PAM = 0
CC1COC(=O)C(NNc2ccc(Cl)c(Cl)c2)=N1 (configuration not stated) – D1 agonist = 6
COc1ccccc1N(CC(=O)Nc1ccccc1C(=O)N1CCOCC1)S(C)(=O)=O – RXFP1 antag = 12

The list goes on.
SMILES	RXFP1 agonist	D2 antag	TRHR PAM	D1 agonist	D2 PAM	RXFP1 antag	D1 antagonist	D2 agonist	D1 potentiator
O=C(CSc1cccc2cccnc12)NCc1ccco1	8.5%	-24	6	1	-10	-17	-11	0.3	2
COC(=O)c1cccc(NC(=O)CSc2nncn2-c2ccccn2)c1	3.6%	-7	-3	1	.	-11	-22	-3.0	-7
CC(C)NS(=O)(=O)c1ccc(NC(=O)C2CC3C=CC2C3)cc1 (configuration not stated)	2.0%	13	13	5	-11	7	12	0.5	-3
CCOC(=O)C1(Cc2ccccc2)CCN(CC2CC=CCC2)CC1 (configuration not stated)	0.6%	0	-4	0	1	-8	-8	-0.1	3
CCOC(=O)C(C)Sc1nnc(NC(=O)c2ccc3c(c2)OCO3)s1 (configuration not stated)	0.2%	14	-13	5	-2	-18	-9	-2.8	-3
COC(=O)COc1cccc2c(=O)n(CC(=O)Nc3ccc4c(c3)OCCO4)ccc12	20%	-7	-6	2	-7	-1	-5	0.1	0
Cc1cccc(C(=O)NC2CCCCCCC2)c1	0.8%	3	-4	3	10	-1	-2	-0.2	0
COc1ccc2c(CNCCc3ccc(SC)cc3)c(C(=O)O)n(Cc3ccc(F)cc3)c2c1	3.6%	.	-5	1	2	.	11	3.7	-1
CCOC(=O)CCC(=O)c1c(C)oc2ccc(OC)cc12	1.1%	-1	4	1	30*	1	-2	-0.5	2
COc1cc(NC(=O)COC(C)=O)c(C)cc1[N+](=O)[O-]	0.5%	-5	3	0	-3	-4	7	0.1	-10
Cc1ccc(C(=O)Nc2ccc3c(c2)OCO3)cc1	0.5%	-44	-5	1	-12	-22	-13	-0.4	-4
CS(=O)(=O)N(CCc1ccccc1)CC(=O)N1CCN(Cc2ccccc2)CC1	0.5%	-1	3	9	-14	1	-10	0.3	-1
Clc1cc(Sc2ccc(Br)cc2)nnc1-c1ccccc1	0.6%	-5	1	3	-5	-13	-1	1.1	-2
O=C1CC(c2cccc(Cl)c2)Cc2nc(N3CCOCC3)ncc21 (configuration not stated)	-0.4%	-16	-5	3	-5	-8	-5	1.0	6
O=C(CCc1c[nH]c2ccccc12)N[C@@H](Cc1c[nH]c2ccc(O)cc12)C(=O)O	-2.2%	11	-2	1	8	4	-2	-1.5	-1
CCC(=O)c1ccc(OCC(=O)OCC(=O)N2CCc3ccccc3C2)cc1	1.9%	26	-2	8	-7	5	-3	0.6	-9
O=C(CSc1nnc2ccccn12)c1ccc(OC(F)F)cc1OC(F)F	1.9%	9	4	1	-4	7	-8	1.0	-2
Cc1ccc(C(=O)Nc2ccccc2C(=O)NC(CC(=O)O)C(=O)O)cc1 (configuration not stated)	-0.1%	3	-10	1	-9	-16	-9	-0.4	-8
CCOC(=O)c1sc(N)c(C(=O)Nc2ccccc2)c1C	-0.8%	13	3	2	8	-2	4	0.9	-5
COc1ccccc1Oc1ccc(S(=O)(=O)N2CCN(C)CC2)cc1	2.5%	-1	4	5	-3	-3	-1	0.4	-6

Copied from above for reference:
SMILES	RXFP1 agonist	D2 antag	TRHR PAM	D1 agonist	D2 PAM	RXFP1 antag	D1 antagonist	D2 agonist	D1 potentiator
CCOC(=O)c1sc(N)c(C(=O)Nc2ccccc2)c1C	-0.8%	13	3	2	8	-2	4	0.9	-5
COc1ccccc1Oc1ccc(S(=O)(=O)N2CCN(C)CC2)cc1	2.5%	-1	4	5	-3	-3	-1	0.4	-6
